Screens as filed in PubChem.
Akt phos inh – Akt phosphorylation inhibition; hit rate 0.32% among 360,000; Neuro2A IGF-stimulated pAkt S473 HTRF, 20 min; hits give low values; activity change, % for hits at 50 µM; AID 651550; in the data active = activity change below about -80%; inconclusive = mostly about -51% to -80%; note: % is set by controls: 0 for no effect and ±100 for the full control effect
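Neuro2A cells (4,500/well, DMEM with 0.5% FBS) were treated with compound at a single 50 µM final concentration, stimulated with 6 nM IGF for 20 min at 37 °C, and lysed. Phospho-Akt Ser473 was read by HTRF as 665/615 ratio ×10^4.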
FUS yeast rescue – suppressors of FUS proteinopathy in yeast; S. cerevisiae FUS-expressing, growth rescue, OD600, 24 h; Potency, µM (doses to about 76.6 µM), for the others: at the top dose growth rescue (activation), usual class: activators; hit rate 0.24% among 390,000; AID 1347120;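 note: potency is the fitted concentration of half-maximal effect; plate controls were DMSO vehicle for no effect and reference control for full effect; nearly all actives have a fitted effect of over 55% in size; some results filed as inactive show a strong effect at the top dose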
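Yeast expressing FUS under galactose induction, OD 0.005 in 2% galactose medium; compounds in a dilution series, 24 h at 30C. Growth rescue by absorbance at 600 nm; CP55940 positive control, DMSO negative.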
PTHR1 ag – agonists of human PTHR1 parathyroid hormone receptor; AID 743266; Q03431; hit rate 0.075% among 410,000; HEK293 GP2 PTHR1 cells, GloSensor cAMP luminescence, 1 h; Potency, µM (series often up to 115 µM), for inactives: at the top dose activation, usual class: activators; note: potency is the fitted concentration of half-maximal effect; nearly all actives have a fitted effect of over 55% in size; some results filed as inactive show a strong effect at the top dose; inactives centre near -15; many of its hits are not listed in these tables
Target sequence (Q03431 whole entry, looked up): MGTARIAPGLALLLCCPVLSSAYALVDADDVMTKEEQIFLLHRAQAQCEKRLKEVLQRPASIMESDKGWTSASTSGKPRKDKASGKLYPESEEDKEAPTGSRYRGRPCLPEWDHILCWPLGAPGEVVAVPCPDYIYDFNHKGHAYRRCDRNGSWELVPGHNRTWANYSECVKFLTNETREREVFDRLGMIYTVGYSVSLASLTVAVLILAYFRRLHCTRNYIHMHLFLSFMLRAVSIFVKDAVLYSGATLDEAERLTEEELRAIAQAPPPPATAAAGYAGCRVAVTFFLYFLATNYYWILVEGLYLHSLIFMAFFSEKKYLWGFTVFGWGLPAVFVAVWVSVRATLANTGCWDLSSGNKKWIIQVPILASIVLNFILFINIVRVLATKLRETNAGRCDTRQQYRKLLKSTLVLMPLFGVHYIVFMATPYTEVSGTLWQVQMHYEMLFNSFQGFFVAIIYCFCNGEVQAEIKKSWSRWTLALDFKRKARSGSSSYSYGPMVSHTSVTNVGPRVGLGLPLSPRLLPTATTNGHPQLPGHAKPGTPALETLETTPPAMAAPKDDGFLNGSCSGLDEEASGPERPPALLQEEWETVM
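HEK-293-derived GP2 cells expressing PTHR1 and a GloSensor cAMP reporter, 3,000/well, plated overnight, given luciferin plus IBMX (each 0.5 mM as added) for 1 h at 37 °C, then compound for 1 h at 37 °C. Luminescence was read after 15 min at room temperature.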
GLP1R inv ag – inverse agonists of human GLP-1 receptor | HEK293 GLP-1R CRE-luciferase, luminescence, 24 h; GLP-1R form is constitutively active | Potency, µM (titrated, usually from 38.3 µM), inactives show at the highest dose activity change, negative = inhibition, most hits filed as inhibitors | hit rate 1.6% among 410,000 | AID 624417; note: potency is the fitted concentration of half-maximal effect; % is set by controls: 0 for no effect and ±100 for the full control effect; nearly all actives have a fitted effect of over 55% in size
Target sequence (P43220 whole entry, looked up): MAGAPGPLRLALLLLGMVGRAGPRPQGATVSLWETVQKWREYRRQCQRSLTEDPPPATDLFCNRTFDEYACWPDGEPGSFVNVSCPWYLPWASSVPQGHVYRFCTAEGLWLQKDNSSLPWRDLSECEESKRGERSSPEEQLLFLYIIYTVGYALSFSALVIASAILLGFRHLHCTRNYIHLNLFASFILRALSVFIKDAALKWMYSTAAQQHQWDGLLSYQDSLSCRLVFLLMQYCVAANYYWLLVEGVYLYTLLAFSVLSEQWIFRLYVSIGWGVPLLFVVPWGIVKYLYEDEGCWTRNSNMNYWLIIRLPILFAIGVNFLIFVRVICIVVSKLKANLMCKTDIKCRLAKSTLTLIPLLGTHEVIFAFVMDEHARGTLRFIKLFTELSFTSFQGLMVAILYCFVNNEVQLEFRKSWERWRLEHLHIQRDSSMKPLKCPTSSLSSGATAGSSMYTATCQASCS
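qHTS in 1536-well format: reporter HEK293 cells expressing constitutive GLP-1R activity in DMEM + 10% Nu serum, 24 hr with compounds at 37 deg C, luminescence read after 12 min with detection reagent.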
aSyn yeast inh – inhibitors of alpha-synuclein toxicity in yeast; Yeast expressing alpha-synuclein, growth rescue, BacTiter-Glo, 24 h; Potency, µM (doses to about 46.1 µM), without a hit: top-dose growth rescue (activation), most hits filed as activators; hit rate 0.14% among 370,000; note: potency is the fitted concentration of half-maximal effect; % of control where 0% means no effect; nearly all actives have a fitted effect of over 65% in size
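Rescue of yeast growth: cells expressing toxic alpha-synuclein, induced in galactose at OD600 0.02, incubated with compound 24 h at 30 C. ATP luminescence quantified growth; inhibitors of toxicity appear as activators.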
TDP43 rescue – TDP-43 toxicity inhibition in yeast; Potency, µM (doses to about 46.1 µM), inactives show top-dose growth rescue (activation), usual class: activators; TDP-43 expressing yeast growth rescue, BacTiter-Glo, 24 h; hit rate 1.8% among 410,000; note: potency is the fitted concentration of half-maximal effect; % of control where 0% means no effect; nearly all actives have a fitted effect of over 50% in size
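In this qHTS, compounds that restore growth of yeast expressing TDP-43 appear as activators. Cells (OD600=0.02, galactose medium, raffinose-pregrown) are incubated with compound 24 hr at 30 deg C and growth is quantified by BacTiter-Glo.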
Abeta yeast res – restores growth of yeast expressing A-beta42 peptide; yeast expressing A-beta42, growth rescue, OD600, 48 h; response scale: 0% DMSO, 100% iron-clioquinol control; Potency, µM (top dose mostly 46.1 µM), for the others: at the top dose growth rescue, hits mostly activators; hit rate 0.063% among 410,000; note: potency is the fitted concentration of half-maximal effect; nearly all actives have a fitted effect of over 55% in size
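Growth rescue measured by 600 nm absorbance after 48 h yeast culture at 30 C with compound. Values normalized between DMSO and an equimolar ferric chloride plus clioquinol control.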
GLP1R cytotox – cytotoxicity counter-screen for GLP-1 receptor inverse agonists | HEK293 cAMP-luciferase reporter cells, luminescence, 24 h | Potency, µM (series often up to 38.3 µM), without a hit: top-dose activity change, negative = inhibition, hits mostly inhibitors | hit rate 0.13% among 410,000;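 note: loss of luciferase light is scored as toxicity; potency is the fitted concentration of half-maximal effect; % is set by controls: 0 for no effect and ±100 for the full control effect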
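Compound-treated cells are incubated 24 hr at 37 deg C under 5% CO2 after a 12 hour attachment period, then luciferase detection reagent is added and luminescence is measured following 12 min at room temperature; lowered signal indicates toxicity.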
Mm-Cpn inhibitor – blocks the Methanococcus maripaludis chaperonin Mm-Cpn. hit rate 0.031% among 330,000. Potency, µM (series often up to 76.9 µM), without a hit: at the highest dose activity, negative = inhibition, hits mostly inhibitors. purified Mm-Cpn ATPase, ADP Transcreener TR-FRET; note: potency is the fitted concentration of half-maximal effect; % is set by controls: 0 for no effect and ±100 for the full control effect; nearly all actives have a fitted effect of over 80% in size
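TR-FRET (320 nm excitation; 590 and 665 nm emission) reports ADP made from 10 uM ATP by 25 nM enzyme; compounds were preincubated 10 min, reaction run 30 min, both at 37°C.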
The depositor's hits bear a star; i = inactive; ? = inconclusive; / = not tested or not shown; [ ] = dose if it differs, or a comment. Unless noted, calls come from the whole dose curve; as a rule, active = well fitted curve in the direction sought with a large enough effect; inconclusive = small, poorly fitted or top-dose-only effect, or another doubt; inactive = no such curve, though single readings can be large; an effect the other way counts as inactive or inconclusive. This is a subset (hit frequency here may not be typical).

SMILES	Akt phos inh	FUS yeast rescue	PTHR1 ag	GLP1R inv ag	aSyn yeast inh	TDP43 rescue	Abeta yeast res	GLP1R cytotox	Mm-Cpn inhibitor
COc1ccccc1CNC(=O)CSc1ncc2c(n1)-c1ccc(Cl)cc1N(Cc1ccccc1)S2(=O)=O	/	-12%	i	18%	/	4%	-10%	-8%	/
Cc1c(NC(=O)COc2cccc3c2OC(C)(C)C3)c(=O)n(-c2ccccc2)n1C	i	-24%	-34%[inhibitor]	16%	-1%	12%	-2%	0%	0%
N#C/C(C(N)=O)=C1/CCc2ccccc2N1	i	25%	i	2%	-3%	?	-62%[inhibitor]	-12%	0%
Cc1cc(C)cc(OC(C)C(=O)Nc2ccc3c(c2)n(C)c(=O)n3C)c1 (stereo unspecified)	i	11%	i	23%	7%	25%	-2%	5%	0%
O=C(Nc1nc2ccccc2[nH]1)c1ccccc1O	i	-11%	-27%	-13%	-1%	10%	9%	-2%	-3%
COC(=O)c1ccc(NC(=O)CC2C(=O)N(c3cccc(OC)c3)C(=O)N2C(C)C)cc1 (stereo unspecified)	/	17%	-15%	12%	/	24%	-3%	-4%	/
CC(=O)C1=NOC2C(=O)N(c3ccc(Cl)cc3)C(=O)C12 (stereo unspecified)	i	-19%	-23%	12%	0%	14%	0%	-8%	0%
COc1cccc(CN2CCN(CC(=O)Nc3ccccc3Cl)CC2)c1	i	1%	-2%	?	-5%	-17%	-8%	-2%	-3%
NC(=O)c1cccc2c(=O)oc3ccccc3c12	i	11%	i	13%	1%	-16%	-11%	-2%	-2%
COC(=O)C(NC(=O)CCc1nnc2ccc(N3CCCCC3)nn12)C(C)C (stereo unspecified)	i	5%	i	24%	-1%	-11%	-11%	-12%	-1%
O=C(Nc1cc(Cl)ccc1-n1cncn1)c1ccc([N+](=O)[O-])o1	i	-2%	-12%	13%	-28%	14µM*	-71%[inhibitor]	2%	0%
CCOC(=O)Cc1csc(NC(=O)CC(C)(C)CC(=O)O)n1	i	10%	i	6%	-5%	-1%	-11%	17%	1%
Cc1cccc(NC(=O)CSc2ccc(-c3ccccn3)nn2)c1	/	22%	-69%[inhibitor]	?	/	3%	-61%[inhibitor]	?	/
CCCS(=O)(=O)N1CCN(c2cc3c(cc2[N+](=O)[O-])n(C)c(=O)n3C)CC1	i	0%	-40%[inhibitor]	19%[7.66 µM]	-6%	-1%[9.22 µM]	-11%	1%[7.66 µM]	2%
N#Cc1cccc(NC(=O)CSc2nnc(-c3n[nH]c4ccccc34)o2)c1	i	21%	-35%[inhibitor]	-3%	-1%	-16%	-9%	-15%	0%
COc1ccc(C(=S)N2CCOCC2)cc1OC(=O)c1ccc(C)cc1	i	25%	-1%	?	?	?	12%	4%	1%
Nc1cc(Cl)ccc1N1CCCCC1	i	-30%	i	-3%	4%	14%	10%	-1%	-2%
O=C(CCC(=O)c1ccc(F)cc1)OC1CCOC1=O (stereo unspecified)	i	-1%	i	1%	-9%	-22%	5%	-4%	-1%
COc1cccc(/C=N/NC(N)=S)c1OS(=O)(=O)c1ccccc1	i	?	-11%[57.5 µM]	37%[activator]	0%	-11%	-4%	11%	0%
CNS(=O)(=O)c1cccc(C(=O)NCC(C)(C)N2CCCCC2)c1	i	-7%	i	6%	-8%	7%	-9%	3%	-3%
CCC(CO)Oc1cc(NC(=O)c2cccc(C)c2)c2ncn(C(C)C)c2c1 (stereo unspecified)	i	-2%	i	-1%	7%	13%	6%	-17%	1%
Cn1c(=O)c(C(=O)NC2CCCCCC2)c(O)c2ccccc21	i	-17%	-51%[inhibitor]	0%	0%	-5%	-4%	2%	-4%
COCCN1Cc2c(sc(C)c2C)N(C(=O)c2ccccc2)C1	i	-7%	-4%	0%	-3%	-2%	-10%	-7%	0%
Cc1ccc(NC(=O)CSc2nccn2C)cc1S(=O)(=O)N1CCOCC1	i	/	-11%	21%	0%	0%	-6%	-3%	-6%
NS(=O)(=O)c1ccc(CCNC(=O)CN2CCCCCC2)cc1	i	-4%	i	-1%	0%	6%	8%	-7%	1%
COc1ccc2[nH]c(C(=O)N/N=C/c3ccccc3OC)cc2c1	i	-7%	-16%	?	7%	12%	-4%	-27%	2%
CC(C)C(NC(=O)c1ccc(Cl)cc1)C(=O)O (stereo unspecified)	i	6%	i	5%	19%	0%	-15%	5%	1%
Cc1cc(N/C=C2\CCCCC2=O)no1	i	-24%	i	31%	11%	-23%	4%	0%	1%
CCCn1nnc(NC(=O)COc2ccc(C3CCCCC3)cc2)n1	i	?	?	0%	-12%	?	33%	-6%	0%
CC(CCc1ccccc1)NC(=O)c1ccncc1 (stereo unspecified)	i	3%	-21%[57.5 µM]	-11%	0%	18%	16%	13%	2%
N#Cc1ccccc1S(=O)(=O)N1CCC(Oc2ccc(-n3cnnn3)cc2)CC1	/	38%	-90%[inhibitor]	-19%	/	?	12%	5%	/
CCOC(=O)c1ccccc1NC(=O)[C@@H]1CCCN1C(=O)OC(C)(C)C	i	-12%	i	0%	-1%	7%	1%	-23%	0%
CCn1nc(C)c(NC(=O)CCSc2nc(-c3ccco3)cc(C(F)(F)F)n2)c1C	i	32%	-37%[inhibitor]	?	-8%	-4%	1%	-14%	-1%
CCOC(=O)N1CCN(C(=O)CCS(=O)(=O)c2ccc(Br)s2)CC1	i	30%	i	0%	-5%	6%	-19%	1%	0%
C/C(=N\NC(=O)c1ccco1)c1ccc(NC(=O)c2cccs2)cc1	i	/	i	4%	-10%	10%	-24%	7%	3%
CCc1cc2c(=O)n(Cc3ccco3)c(SCC(=O)N(C)C3CCS(=O)(=O)C3)nc2s1 (stereo unspecified)	i	19%	i	8%	0%	0%	0%	-2%	1%
O=C(O)c1cccc(NC(=O)c2ccc3c(c2)C(=O)N(C2CCCCC2)C3=O)c1	i	14%	-42%[inhibitor]	4%	-4%	17%	10%	-7%	-1%
O=C(Nc1ccc(F)cc1)Nn1cnnc1	i	4%	i	21%	1%	-3%	-4%	-1%	0%
CSCCC(NC(=O)c1ccc(Cl)cc1Cl)C(=O)N1CCN(C(=O)c2ccccc2)CC1 (stereo unspecified)	i	15%	-2%	5%	1%	?	-5%	1%	/
O=C(NC1CC1)c1ccc2c(c1)N(Cc1ccccc1)CCS2	i	21%	-11%	8.9µM*	-5%	10%	6%	-2%	-16%
CCCc1cc(-c2n[nH]c(=S)n2CC(C)C)cs1	i	4%	-3%	-20%	8%	?	-48%[inhibitor]	5%	0%
CCOc1ccccc1NC(=O)CCc1c(C)nc2c(c(C)nn2-c2ccccc2)c1C	/	-24%	-8%	7%	/	18%	-8%	40%[activator]	/
N#Cc1cccc(NC(=O)Cn2nc(Cc3ccncc3)c3ccccc3c2=O)c1	/	5%	i	-2%	/	-13%	-30%	-2%	/
O=C(NCCc1ccccc1)c1ccc2c(=O)[nH]c3c(C(=O)NCC4CCCO4)sc(=S)n3c2c1 (stereo unspecified)	i	6%	-18%	47%[activator]	4%	-13%	-2%	5%	-1%
COc1cc2c(cc1O)[C@@H]1Cc3cc(O)c(OC)cc3[C@H](C2)N1C	i	-21%	-20%	-6%	-3%	-11%	-12%	2%	1%
CC1CCC(n2c(=S)[nH]c3ccccc3c2=O)CC1 (stereo unspecified)	i	-1%	-6%[57.5 µM]	?	2%	?	11%	-24%	2%
Cc1nnsc1C(=O)Nc1ccc(S(=O)(=O)N2CCCCC2)cc1	i	-5%	-18%	-25%	-4%	-4%	8%	-7%	1%
CCN(CC(=O)Nc1cccc(OC)c1)C(=O)c1cnc(Cl)c(Cl)c1	i	20%	-23%	-6%	4%	-18%	0%	-3%	2%
O=C(Nc1cnccn1)Nc1cccc(Cl)c1Cl	i	0%	-24%	3%	1%	-2%	-15%	-1%	0%
CCN(CC)S(=O)(=O)c1ccc2c(c1)N(CC(=O)NCc1ccc(F)cc1)C(=O)CO2	/	35%	i	-9%	/	5%	-15%	-8%	/
CN1C(CC(=O)Nc2ccc(Br)cc2)c2ccccc2CC1(C)C (stereo unspecified)	i	22%	-11%	?	-5%	-8%	-12%	-16%	2%
CC1CC(C)CN(CC(=O)N2c3ccccc3CCc3ccccc32)C1 (stereo unspecified)	i	14%	-3%	0%	-1%	-17%	-2%	-24%	1%
Cc1cn([C@H]2C[C@H](O)[C@@H](/C=C/C(=O)NCCc3cccs3)O2)c(=O)[nH]c1=O	i	13%	-5%	8%	1%	21%	0%	6%	/
CCOC(=O)Cc1csc(NC(=O)c2cc(OC)cc(OC)c2)n1	i	10%	-1%	?	-11%	-2%	7%	-9%	0%
COc1ccccc1OCC(=O)NCCCN1CCOCC1	i	-14%	-6%	21%	-6%	-12%	-3%	0%	1%
